Screening data as filed in PubChem BioAssay.
Efflux pump inh: inhibitors of Candida antifungal efflux pumps expressed in yeast | S. cerevisiae Candida pump triplex, Nile Red efflux | inhibition, % at 10 µM | 330,000 compounds, 0.44% hits | AID 485275;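 active = plate passing quality check with inhibition over a set limit, or well fluorescence over plate mean plus 4 SD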;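 also: Nile Red retained in pooled yeast measured as flow cytometry median fluorescence; 0% = buffer negative control and 100% = Enniatin B positive control; higher means more Nile Red kept so more efflux inhibition; some compounds called inactive have numbers as strong as hits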
PP5 inh: blocks human protein phosphatase 5 activity; purified PP5c, OMFP substrate fluorescence; inhibition, % at 6.7 µM; 320,000 compounds, 0.18% hits; AID 1987;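 active = inhibition above the campaign's mean inhibition across all tested compounds plus 3 SD, cut at about 9.5% in these data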;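 also: 0% = DMSO only and 100% = 100 µM cantharidin control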
Target sequence (P53041 whole entry, looked up): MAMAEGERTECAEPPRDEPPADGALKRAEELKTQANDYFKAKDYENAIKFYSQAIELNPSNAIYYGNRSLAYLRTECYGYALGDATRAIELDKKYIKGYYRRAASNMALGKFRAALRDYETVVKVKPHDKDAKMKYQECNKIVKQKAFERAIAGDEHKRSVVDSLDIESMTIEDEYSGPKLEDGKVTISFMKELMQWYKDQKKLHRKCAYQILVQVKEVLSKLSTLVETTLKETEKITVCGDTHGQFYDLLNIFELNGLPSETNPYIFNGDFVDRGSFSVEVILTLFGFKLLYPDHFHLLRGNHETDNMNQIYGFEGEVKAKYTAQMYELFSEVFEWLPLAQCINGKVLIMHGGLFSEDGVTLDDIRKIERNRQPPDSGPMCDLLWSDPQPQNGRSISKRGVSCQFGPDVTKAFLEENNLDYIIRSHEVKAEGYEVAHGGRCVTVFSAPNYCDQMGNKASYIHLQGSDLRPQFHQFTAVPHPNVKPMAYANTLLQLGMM
PP1 inh: blocks human PP1-alpha phosphatase, a PP5 counter-screen; purified PP1alpha, OMFP fluorescence; inhibition, % at 6.7 µM; 320,000 compounds, 0.9% hits; AID 2235;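 active = inhibition above the mean inhibition of all tested compounds plus 3 SD, computed separately for each screening campaign, cut at about 15% in these data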
Target sequence (P62136 whole entry, looked up): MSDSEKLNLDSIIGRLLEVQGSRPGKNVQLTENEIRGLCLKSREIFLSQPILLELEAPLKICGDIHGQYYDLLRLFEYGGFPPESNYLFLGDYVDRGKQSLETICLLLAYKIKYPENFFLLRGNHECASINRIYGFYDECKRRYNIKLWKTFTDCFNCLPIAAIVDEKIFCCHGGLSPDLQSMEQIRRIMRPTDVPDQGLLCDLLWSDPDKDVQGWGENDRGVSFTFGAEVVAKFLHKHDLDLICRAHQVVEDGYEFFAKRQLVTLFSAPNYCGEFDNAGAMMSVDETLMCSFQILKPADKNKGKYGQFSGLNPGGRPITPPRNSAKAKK
PREPL inhibitor: inhibits the human prolyl oligopeptidase-like enzyme; Q4J6C6; recombinant PREPL, fluorescence polarization activity-based probe; inhibition, % at 5.96 µM; 320,000 compounds, 0.68% hits; AID 2751; in the data active = inhibition above about 43%;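 also: 0% = enzyme with DMSO and 100% = wells lacking enzyme; many of its hits are not listed in these tables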
EBNA-1 inhibitor: blocks EBNA-1 binding to DNA. EBNA-1 DNA binding, fluorescence polarization. inhibition, % at 14.8 µM. AID 1950. 300,000 compounds, 0.34% hits; in the data active = inhibition above about 28%
core dimer inh: blocks dimerization of HCV core protein; 300,000 compounds, 0.33% hits; inhibition, % at 5 µM; TR-FRET GST/Flag-core106 dimerization, 1536-well;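 active = inhibition above the mean of all tested compounds plus 3 SD, set per screening campaign, cut at about 45% in these data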
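System: GST-tagged and Flag-tagged HCV core protein residues 1-106 / Input: core106 proteins, GST 13.5 nM and Flag 17 nM / Buffer or medium: KF-containing HEPES buffer, pH 7.45, DTT, CHAPS, BSA / Probe or stimulus: Eu-anti-GST and XL665-anti-Flag labelled anti-tag antibodies / Schedule: 4 h, 22.5 °C incubation / Technique: TR-FRET 671 and 617 nm emission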
Fh CTSL1 inh: cathepsin L1 inhibition, PFM18AAP counter-screen | recombinant F. hepatica cathepsin L1, Z-Leu-Arg-MCA fluorescence | inhibition, % at 5.96 µM | 300,000 compounds, 0.49% hits;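 active = inhibition above the mean of all tested compounds plus 3 SD, set per screening campaign, cut at about 17% in these data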;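 also: 0% = plate median of test compound wells and 100% = 1 µM Z-Phe-Ala-diazomethylketone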
ZTA DNA inh: counter-screen for EBNA-1 inhibitors: inhibitors of Epstein-Barr virus ZTA; P03206; 320,000 compounds, 0.15% hits; ZTA-DNA binding, fluorescence polarization; inhibition, % at 11 µM; in the data active = inhibition above about 33%
Target sequence (P03206 whole entry, looked up): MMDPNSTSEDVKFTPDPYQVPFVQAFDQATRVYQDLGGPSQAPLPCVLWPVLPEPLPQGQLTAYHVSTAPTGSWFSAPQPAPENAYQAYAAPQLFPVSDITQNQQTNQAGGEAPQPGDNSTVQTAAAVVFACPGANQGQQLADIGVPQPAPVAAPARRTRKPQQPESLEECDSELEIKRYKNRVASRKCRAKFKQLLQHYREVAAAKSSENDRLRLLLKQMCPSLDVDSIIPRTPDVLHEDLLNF
TPT1 inh: blocks Candida albicans tRNA 2'-phosphotransferase. AID 1962. inhibition, % at 5 µM. recombinant caTPT1, FP RNA substrate dephosphorylation. 300,000 compounds, 0.81% hits;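 active = inhibition above the mean of all tested compounds plus 3 SD, set per screening campaign, cut at about 24% in these data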;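 also: plate controls were DMSO alone for no effect and ferristatin control at 100 nM for full effect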
The depositor's hits bear a star; · = not tested or not shown. A portion of the library; the hit share may differ from the screen's.

SMILES	Efflux pump inh	PP5 inh	PP1 inh	PREPL inhibitor	EBNA-1 inhibitor	core dimer inh	Fh CTSL1 inh	ZTA DNA inh	TPT1 inh
O=C1NC(=S)SC1=C1CCCCCC1	-0.1	1.9	-1	10	6	9	3	10	7
O=C(CN1C(=O)NC2(CCCC2)C1=O)Nc1nc2ccccc2[nH]1	0.1	-0.7	-4	-2	-1	-1	-4	-7	0
CN1C(=O)[C@H]2[C@@H](C3CC3)N3C(=O)CN(CC4CC4)C(=O)[C@@]3(C)[C@H]2C1=O	-0.1	-1.0	-2	3	4	-2	4	-12	0
O=C(COC(=O)c1cccnc1Nc1ccccc1F)NC1CC1	1.4	1.0	0	0	-5	-7	-2	-19	-1
CCOc1ccc(S(=O)(=O)N(C)c2ccc(OCC(=O)Nc3nc4ccccc4s3)cc2)cc1	-0.3	0.7	0	2	11	17	4	-2	-2
CCCc1nc2ccccc2c(=O)n1N	-0.1	0.0	-5	-8	6	-1	0	-1	-1
c1ccc(Oc2cc(-n3cncn3)ncn2)cc1	0.1	-0.9	-2	-8	6	7	0	9	-7
CC1CC(C)(C)N2C(=O)C3(Nc4ccccc4S3)c3cccc1c32 (centres undefined)	0.0	6.0	6	11	-5	1	-1	-2	3
Cc1ccc(NC(=O)c2c(C)nn(-c3ccccc3)c2Cl)cc1	0.1	-0.1	-2	9	6	2	-3	4	0
O=C(COc1ccc2c(-c3ccccc3)cc(=O)oc2c1)Nc1cccnc1	0.0	1.0	3	0	6	-2	-3	8	1
NC(N)=Nc1nc(CSCC/C(N)=N/S(N)(=O)=O)cs1	-0.1	-2.6	0	21	12	-3	3	6	-3
O=S(=O)(c1ccc2c(c1)OCCO2)N1CCN(Cc2ccc3c(c2)OCO3)CC1	0.2	2.6	-1	1	-2	5	-1	-12	1

An excerpt of these results, field by field.
> O=C(COC(=O)c1cccnc1Nc1ccccc1F)NC1CC1
  Efflux pump inh = 1.4
  PP5 inh = 1.0
  PP1 inh = 0
  PREPL inhibitor = 0
  EBNA-1 inhibitor = -5
  core dimer inh = -7
  Fh CTSL1 inh = -2
  ZTA DNA inh = -19
  TPT1 inh = -1

> CCOc1ccc(S(=O)(=O)N(C)c2ccc(OCC(=O)Nc3nc4ccccc4s3)cc2)cc1
  Efflux pump inh = -0.3
  PP5 inh = 0.7
  PP1 inh = 0
  PREPL inhibitor = 2
  EBNA-1 inhibitor = 11
  core dimer inh = 17
  Fh CTSL1 inh = 4
  ZTA DNA inh = -2
  TPT1 inh = -2

> CCCc1nc2ccccc2c(=O)n1N
  Efflux pump inh = -0.1
  PP5 inh = 0.0
  PP1 inh = -5
  PREPL inhibitor = -8
  EBNA-1 inhibitor = 6
  core dimer inh = -1
  Fh CTSL1 inh = 0
  ZTA DNA inh = -1
  TPT1 inh = -1

Next records
SMILES	Efflux pump inh	PP5 inh	PP1 inh	PREPL inhibitor	EBNA-1 inhibitor	core dimer inh	Fh CTSL1 inh	ZTA DNA inh	TPT1 inh
O=C(Nc1ccc(F)cc1)N1CCN(c2ccc3nnc(-c4ccc(F)cc4)n3n2)CC1	-0.1	0.6	1	3	3	3	3	0	-3
C=CCNc1nc(C(=O)OCC(=O)N(Cc2ccccc2)C(C)C)cs1	-0.1	1.4	-2	7	·	·	·	-32	·
Cc1ccc(S(=O)(=O)NCCC(=O)NCC(c2cccs2)N2CCOCC2)cc1 (centres undefined)	0.2	3.3	-8	6	-9	0	4	8	-1
CC(C)(C)c1cc(CCC(=O)NNC(=O)c2ccncc2)cc(C(C)(C)C)c1O	-0.2	-0.6	-3	0	·	·	·	-2	·
CN1/C(=C\C=O)C(C)(C)c2ccccc21	0.1	2.5	-5	-36	-8	3	3	-16	0
CCn1c(SCC(=O)NCC2CCCO2)nc2ccccc21 (centres undefined)	-0.2	0.8	-3	2	·	·	·	6	·
CC(=O)c1ccc(OCC(O)CN2CCN(CCN3C(=O)c4cccc5cccc(c45)C3=O)CC2)cc1 (centres undefined)	-0.2	0.1	-3	3	6	-5	0	13	-3
CC(C)Nc1oc(Cc2cccc3ccccc23)nc1C#N	-0.3	2.3	-2	12	5	0	-1	-9	5
COc1ccc(-c2noc(CSc3nnc(-c4ccncc4)n3-c3ccc(F)cc3)n2)cc1OC	-0.1	2.3	1	10	-13	5	0	-5	-1
Cn1c(CCN2CCCCC2)nc2cc(NS(=O)(=O)c3ccccc3)ccc21	0.0	0.5	-1	-14	-11	-3	2	-9	-5
O=C(CN1C(=O)/C(=C/c2ccc(F)cc2)SC1=S)NC1C=CS(=O)(=O)C1 (centres undefined)	-0.1	0.0	-3	27	-1	13	7	0	0
O=S(=O)(c1cc(Cl)ccc1Cl)N1CCN(Cc2ccc3c(c2)OCO3)CC1	-0.1	-2.7	-3	18	-8	6	0	6	2
CCCCCC(=O)Nc1ccc(Cc2ccncc2)cc1	-0.1	0.3	2	4	-12	0	0	4	-4
CCCCSc1nnc([C@H](CC(C)C)NC(=O)OC(C)(C)C)o1	0.2	4.0	-1	16	-4	0	16	5	0
CCOc1ccc(C2C(C#N)=C(N)Oc3cc(C)[nH]c(=O)c32)cc1OC (centres undefined)	-0.1	0.3	-4	1	9	6	4	0	5
CCCOc1ccccc1NC(=O)c1c(-c2ccccc2)noc1C	1.0	4.5	1	-7	-1	6	-5	-12	2
CN(C)c1ccnc(-n2cccc2/C=N/OCc2cccc(F)c2)c1C#N	0.4	1.0	-1	-6	-4	3	3	-8	-1
COc1ccc([N+](=O)[O-])cc1NC(=O)COC(=O)C1CC1	-0.1	-0.7	1	1	-4	1	-11	10	0
Cc1ccc(S(=O)(=O)N2CCN(c3ncnc4c3cnn4-c3ccccc3)CC2)cc1	0.1	0.4	-1	-11	-8	1	-2	6	2
O=C(CC12CC3CC(CC(C3)C1)C2)NC(Cc1ccccc1)C(=O)O (centres undefined)	0.0	3.1	-1	3	-5	0	-3	-4	5
O=C(NNS(=O)(=O)c1ccc(F)c(Cl)c1)c1cccc(S(=O)(=O)N2CCOCC2)c1	0.0	-1.5	1	2	4	0	1	-3	1
CCn1c(SCC(=O)Nc2cc(F)ccc2C)nnc1-c1ccccc1O	0.1	4.0	-4	-18	1	1	0	7	2
Cc1cccc(NC(=O)c2ccc3c(c2)OCCO3)n1	0.1	-1.3	-3	2	10	-4	-4	2	2
CN1CCc2cc(O)c(O)cc2C(c2ccccc2)C1 (centres undefined)	-0.1	2.3	2	22	-3	-2	-2	-1	-2
O=C(Nc1ccccc1-c1ccccc1)c1cc(C(F)(F)F)cc(C(F)(F)F)c1	0.1	1.1	1	7	1	4	2	0	-2
CCCCn1c(=O)nc2n(-c3ccc(Cl)cc3)c3ccccc3cc-2c1=O	0.1	-0.2	1	3	-3	3	1	-9	-3
CCCCC(C(=O)NC(C)(C)C)N(Cc1ccccc1)C(=O)c1snc(C(N)=O)c1N (centres undefined)	0.2	3.8	10	6	-19	4	-1	-11	2
Cc1cc(=O)[nH]c(SCC(=O)N2CCCCCC2)n1	0.0	0.6	-4	-5	-8	1	-4	-7	-5
Cc1c(NC(=O)c2cn3ccccc3n2)cccc1-n1cnnn1	0.1	2.2	-2	8	-2	-3	0	2	-1
CCS(=O)(=O)c1ccc(Sc2nncn2C)c([N+](=O)[O-])c1	-0.3	-0.4	-2	-3	9	1	-2	3	0
CCCCCCCCCCCCN1[C@@H](CC(=O)O)c2cc(F)ccc2S1(=O)=O	0.1	3.5	16*	-3	5	11	2	10	0
CCCOC(=O)c1c(-c2ccc(C)cc2C)csc1NC(=O)C1C2CCC(O2)C1C(=O)O (centres undefined)	0.0	11*	3	4	6	16	1	16	-3
Cc1nc2sc(C(c3ccccc3)N3CCC(O)CC3)c(O)n2n1 (centres undefined)	0.1	2.6	-2	5	10	4	0	7	1
O=S1(=O)[C@H]2C[C@@H]3C=C[C@@]2(CN1Cc1ccc(F)cc1)O3	-0.1	2.0	2	9	5	-2	-2	-8	3
CN(CC(=O)Nc1ccc(Cl)c(C(F)(F)F)c1)C(=O)CNC(=O)C1CCCCC1	-0.2	4.3	-3	12	·	·	·	-7	·
COc1cc(OC)c(OC)cc1/C=N/NC(=O)c1cc(-c2cccn2C)n[nH]1	0.1	4.3	-7	29	-11	3	9	-24	1
CC1=C(C)CC(C(=O)Nc2cccc([N+](=O)[O-])c2)C(C(=O)O)C1 (centres undefined)	35*	1.9	11	6	-1	-6	-11	19	-4
O=C(CN1CCCN(S(=O)(=O)c2ccc(F)cc2)CC1)Nc1cccc(F)c1	-0.1	1.4	3	-11	-12	0	2	-7	-1
O=C1CS/C(=N/N=C/c2ccncc2)N1	-0.2	-0.9	-3	12	11	-5	0	5	-3
Cc1noc(C)c1COc1cccc(C(=O)OC(C)C#N)c1 (centres undefined)	0.1	-0.4	-4	20	9	-3	4	-15	1
COc1ccc(S(=O)(=O)NCc2ccccn2)cc1NC(=O)c1ccc(Cl)cc1	-0.1	0.7	-4	0	3	1	4	10	0
c1coc(-c2nc(-c3ccco3)c(-c3ccco3)nc2-c2ccco2)c1	-0.1	2.0	43*	71*	38*	73*	2	76*	22
COc1ccc(OCCCn2cccc2/C=C2/C(=N)N3OC(C)=CC3=NC2=O)cc1	0.2	-0.5	2	0	1	12	0	-3	0
Cc1cc(C)n2nc(-c3cnn(C)c3C(F)(F)F)c(Cl)c2n1	-0.1	2.3	1	-8	-8	-2	0	-18	-2
CC(C)CCn1c(SCC(=O)NC2CC2)nc2cc(Cl)ccc2c1=O	0.0	-0.5	-1	6	3	1	-3	22	1
Cc1ccc(OCCC(=O)OCC(=O)NC(=O)NC2CCCC2)cc1	0.1	1.4	-2	10	9	4	-10	12	-1
COc1ccccc1N(C)S(=O)(=O)c1ccc(C(=O)N2CCCc3ccccc32)cc1	0.1	-0.9	2	15	-7	7	2	3	0
CCn1nnnc1-c1ccc(OC)c(S(=O)(=O)Nc2ccc(C(=O)OC)cc2)c1	-0.2	0.6	-5	12	1	-6	0	-10	-2
Cc1ccc(CNc2ccc3nnc(-c4ccccc4)n3n2)cc1	0.0	3.8	11	0	3	2	0	4	-1
Cc1ccc(NCC(=O)N/N=C/c2ccc(C(=O)O)cc2)cc1	-0.1	-0.7	-4	-1	-10	-3	-3	3	0
c1ccc(OCCSc2nnnn2-c2ccccc2)cc1	0.0	4.5	5	-38	4	9	0	-12	3
Cc1cc(C)c(C(=O)C(C)OC(=O)Cc2n[nH]c(=O)c3ccccc23)cc1C (centres undefined)	0.0	2.3	1	-6	1	8	-1	5	-1
CCn1c(Cc2ccc(OC)cc2)nnc1SCC(=O)Nc1nc2ccccc2s1	0.0	0.6	0	-27	1	7	1	3	-1
CCCCN(C)C(=O)c1cn(CC)c2ccc(S(=O)(=O)N(C)C)cc2c1=O	0.1	-1.5	-2	-4	-1	-4	1	0	-2
COc1ccc(C(CNC(=O)COc2ccc(F)cc2Cl)N2CCCCC2)cc1 (centres undefined)	-0.3	1.9	0	13	·	·	·	-10	·
COc1cc(NC(=S)NCCC(c2ccccc2)c2ccccc2)cc(OC)c1	0.2	4.2	5	-6	3	7	1	-7	0
Cc1sc2ncnc(SCC(=O)NC3CCCC3)c2c1C	-0.1	-0.6	2	-3	-9	5	-1	-5	0
O=C(CN1C(=O)COc2ccc(S(=O)(=O)N3CCOCC3)cc21)NCc1ccco1	0.0	-0.9	-1	7	3	-3	0	3	-1
COc1ccc(Cl)cc1NC(=O)C1CC(c2c(F)cccc2Cl)=NO1 (centres undefined)	-0.1	3.6	6	-6	7	3	-2	-2	-2
CCN(CC)S(=O)(=O)c1cc(C(=O)c2nccn2C)ccc1Cl	0.2	-0.8	0	-4	-5	-2	-5	4	2
Cn1c(NNC(=O)c2cccc3ccccc23)cc(=O)n(C)c1=O	-0.3	1.2	0	11	-7	-10	-5	-10	-3
